Source: PubChem BioAssay
NOD1 inhibition: NOD1 signaling inhibitors, primary screen, cell-based, luminescence, uHTS (AID 1578); actives 1% (n = 290,000); inhibition, % at 4 µM, or EC50 in µM where a hit was titrated; NOD1-driven NF-kB luciferase reporter cells, luminescence; higher % means a stronger effect; in the data active means inhibition mostly above about 36%, no sharp cut-off; inactive means mostly below about 34%;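 further: HEK-293T reporter cells stimulated with the NOD1 agonist gamma-tri-DAP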
M1AAP inhibition: P. falciparum M1AAP inhibitors, biochemical, fluorogenic H-Leu-NHMec substrate, 1536-well (AID 1445). one-dose inhibition, % at 30 µM; IC50 in µM for titrated hits. actives 0.42% (n = 220,000). recombinant M1AAP, H-Leu-NHMec fluorogenic kinetic assay; higher % means a stronger effect;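 active means primary inhibition above the hit cutoff, then over 50% inhibition at one or more dose response concentrations, cut at about 23% in these data, passing the limit was not always enough; inconclusive means conflicting primary data, or primary hits not chosen for dose response; inactive means low primary inhibition, or under 50% at every dose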;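 further: plate controls were DMSO full reaction for no effect and no enzyme background for full effect; strong numbers were not always called active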
HEK293 NOD2/NF-kB: inhibition of NOD2-driven NF-kB reporter – cell-based, luminescence, uHTS, HEK293 (AID 1566). actives 0.63% (n = 290,000). inhibition, % at 4 µM, or EC50 in µM where a hit was titrated. HEK293 NOD2/NF-kB luciferase reporter, luminescence; higher % means a stronger effect; further: many of its hits are not listed in these tables
Dynein transport: dynein cargo transport inhibition; AID 1381; actives 0.47% (n = 220,000); 3617.4 mouse cells, GR-EGFP nuclear translocation imaging; test concentration mostly 20 µM; stimulated with dexamethasone, 1 µM; active compounds read low; z-score, hits read low;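 active means plate z-score of nuclear minus cytoplasmic receptor signal below a set negative limit, without overly bright fluorescence or cell loss, cut at about -3.5 in these data, passing the limit was not always enough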;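 further: z-score of nuclear minus cytoplasmic ring GR-EGFP intensity difference per well; some compounds called inactive have numbers as strong as hits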
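Medium: Induction medium lacking tetracycline, stripped serum | Probe or stimulus: 1.0 µM final dexamethasone stimulus | Schedule: 48 h induction, then 1 h compound, then 30 min agonist, 37 °C | Signal: Automated 10x imaging of fixed Hoechst-stained cells | Evaluation: Per-cell GR-EGFP intensity, nucleus versus surrounding cytoplasmic ring, well-averaged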
P. falciparum M17LAP: P. falciparum M17LAP inhibitors, primary screen, biochemical, fluorogenic H-Leu-NHMec substrate, 1536-well (AID 1619); recombinant M17LAP, H-Leu-NHMec fluorogenic kinetic assay; higher % means a stronger effect; one-dose inhibition, % at 30 µM; IC50 in µM for titrated hits; actives 0.38% (n = 220,000);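 active means compound inhibiting the enzyme by more than half at any dose during confirmatory dose-response retesting; inconclusive means strong single-dose inhibitors picked by rank but not retested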;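 further: plate controls were full reaction with DMSO carrier for no effect and no enzyme background for full effect; strong numbers were not always called active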
KOR beta-arrestin-1: kappa opioid receptor blockers – cell-based, luminescence, uHTS (AID 1778). actives 0.091% (n = 290,000). inhibition, % at 10 µM; hits with a dose series show IC50 in µM. KOR beta-arrestin recruitment, luminescence, antagonist mode; higher % means a stronger effect; further: strong numbers were not always called active
AID2073: disruptors of CaV2.2 binding to Mint1 – biochemical, HTRF (AID 2073). HTRF protein-protein interaction, Mint1-CaV2.2; higher % means a stronger effect. one-dose inhibition, % at 20 µM; IC50 in µM for titrated hits. actives 0.19% (n = 290,000); in the data active means inhibition mostly above about 51%, no sharp cut-off; inconclusive means no clear call, values can overlap the other calls; inactive means mostly below about 53%; further: some results filed as inactive read as strong as hits
GPR55 activation: selective activators of receptor GPR55 – imaging, U2OS cells, beta-arrestin-GFP redistribution, primary screen (AID 1961). U2OS GPR55 beta-arrestin-GFP redistribution imaging; higher % means a stronger effect. activation, % at 10 µM; hits with a dose series show EC50 in µM. actives 0.048% (n = 290,000);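 active means activation above 40% with more than 50 cells counted in the well; inconclusive means wells holding fewer than 50 cells, flagged as toxic or sparse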;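 further: U2OS osteosarcoma cells stably expressing GPR55 and beta-arrestin-GFP; plate controls were DMSO negative control for no effect and LPI positive control for full effect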
KOR beta-arrestin-2: KOR agonists, beta-arrestin recruitment, primary screen, cell-based, luminescence, uHTS (AID 1777). KOR beta-arrestin recruitment, luminescence; higher % means a stronger effect. activation, % at 10 µM; hits with a dose series show EC50 in µM. actives 0.02% (n = 280,000); in the data active means activation above about 50%, passing the limit was not always enough; further: a part of the inactive calls stands beside numbers as strong as those of hits
Dynein transport cytoplasmic EGFP: second read-out of Dynein transport, no call of its own (marks repeat the call); z-score; measured here: cytoplasmic GR-EGFP intensity; active compounds read high
Dynein transport nuclear GR-EGFP: second read-out of Dynein transport, no call of its own (marks repeat the call); z-score; measured here: nuclear GR-EGFP intensity;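 lower value marks the stronger effect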
Dynein transport cell count: also measured in Dynein transport; calls as there; z-score; measured here: cell count per field
* = called active by the depositor; ? = inconclusive; nt = no result given; [ ] = remark or other dose. Unless noted, no stated cut-off is given here; in the data, active means inhibition above about 50%; inactive means the rest. Only part of the results is shown; rates above refer to the full screens.

Each structure is followed by: NOD1 inhibition	M1AAP inhibition	HEK293 NOD2/NF-kB	Dynein transport	Dynein transport cytoplasmic EGFP	Dynein transport nuclear GR-EGFP	Dynein transport cell count	P. falciparum M17LAP	KOR beta-arrestin-1	AID2073	GPR55 activation	KOR beta-arrestin-2
Cc1ccc(CN2CC(C(=O)O)CC2=O)cc1 (centres undefined)
→ -10%	11%	-2%	0.14	0.0086	0.23	0.8	0%	-8%	-11%	0.0%	4.5%
CCOC(=O)C(CCCCCCP(=O)(c1ccccc1)c1ccccc1)NC(C)=O (centres undefined)
→ -4%	1%	12%	0.033	-0.23	-0.0059	0.25	-8%	13%	28%	0.3%	0.0%
CCN(CC)CCCN1C(=O)C(O)=C(C(=O)c2ccco2)C1c1ccc(OC(C)C)cc1 (centres undefined)
→ 17%	1%	18%	0.067	-0.043	-0.015	-0.15	8%	11%	0%	1.1%	-3.8%
CSc1cccc(CN2CCC(CCC(=O)NC3CC3)CC2)c1
→ -18%	nt	-16%	nt	nt	nt	nt	nt	-29%[20 µM]	14%	0.2%	6.9%
Cc1ccc(S(=O)(=O)N2CCN(CC(=O)NC(=O)NCc3ccccc3)CC2)cc1C
→ -2%	-2%	3%	0.47	-0.23	0.31	0.016	17%	-36%	-6%	-0.1%	nt
CCn1cc(CN2CCC(n3nccc3NC(=O)Cc3ccccc3)CC2)cn1
→ -15%	nt	-1%	nt	nt	nt	nt	nt	17%	-1%	-0.1%	0.3%
COc1cccc(C(=O)COC(=O)C(C)N2C(=O)C3C4C=CC(C4)C3C2=O)c1 (centres undefined)
→ 11%	-4%	0%	-0.34	-0.14	-0.34	0.51	4%	42%	2%	0.3%	-3.7%
COc1cccc(CNC(=O)CCCn2nc(C)c3c(C)n(-c4ccc(C)cc4)nc3c2=O)c1OC
→ 16%	nt	30%	nt	nt	nt	nt	nt	-44%	7%	-0.1%	0.1%
O=C(Nc1ccnn1C1CCN(Cc2c(F)cccc2Cl)CC1)C1CCCC1
→ 3%	nt	18%	nt	nt	nt	nt	nt	-32%	0%	0.2%	1.5%
CC(=O)COC(=O)c1cccc(N2C(=O)C3C4C=CC(C4)C3C2=O)c1 (centres undefined)
→ -23%	8%	4%	1.7	-0.12	1.3	-0.78	1%	18%	28%	-0.1%	-4.2%
Nn1cnnc1N/N=C/c1ccc(Cl)cc1Cl
→ -3%	nt	-4%	nt	nt	nt	nt	nt	-8%	-2%	-0.2%	-0.3%
O=C1CCNc2c(Cl)cccc21
→ -5%	1%	20%	-0.65	-0.25	-0.35	-0.18	4%	11%	19%	-0.6%	4.6%
COc1cc(/C=N/OCC(=O)NC2CCCCC2)ccc1OCc1ccccc1
→ 10%	0%	-5%	0.069	-0.15	0.11	0.61	8%	13%	1%	-0.3%	0.7%
COc1ccc(CNC(=O)/C(C#N)=C/c2cccc(OC)c2OC)cc1
→ -1%	nt	3%	nt	nt	nt	nt	nt	-85%	14%	0.0%	9.0%
COC(=O)c1sc(NC(=O)c2cc3c(s2)CCCC3)nc1C
→ -20%	5%	-93%	-1.3	-0.068	-0.5	0.14	-17%	-14%	14%	-0.1%	-0.8%

Continued; it opens with the 2 that closed the last part.
Each structure is followed by: NOD1 inhibition	M1AAP inhibition	HEK293 NOD2/NF-kB	Dynein transport	Dynein transport cytoplasmic EGFP	Dynein transport nuclear GR-EGFP	Dynein transport cell count	P. falciparum M17LAP	KOR beta-arrestin-1	AID2073	GPR55 activation	KOR beta-arrestin-2
COc1ccc(CNC(=O)/C(C#N)=C/c2cccc(OC)c2OC)cc1
→ -1%	nt	3%	nt	nt	nt	nt	nt	-85%	14%	0.0%	9.0%
COC(=O)c1sc(NC(=O)c2cc3c(s2)CCCC3)nc1C
→ -20%	5%	-93%	-1.3	-0.068	-0.5	0.14	-17%	-14%	14%	-0.1%	-0.8%
Cc1ccc(C)c(N(CC(=O)NCc2ccco2)C(=O)CNS(=O)(=O)c2ccc(F)cc2)c1
→ -14%	nt	20%	nt	nt	nt	nt	nt	-1%	6%	-0.2%	-5.6%
Cc1ccc(CSc2nnc3c(n2)OC2(Nc4ccccc4-3)C(=O)Nc3ccc(F)cc32)cc1 (centres undefined)
→ 10%	7%	5%	-0.0031	-0.21	0.56	0.59	1%	-12%	-33%	0.2%	3.9%
COc1ccc(C(=O)NC(=S)Nc2ccccc2N2CCOCC2)cc1[N+](=O)[O-]
→ -18%	11%	7%	0.084	-0.06	0.0027	0.33	6%	-11%	-1%	0.2%	-4.2%
CCOC(=O)CSc1nc(C)cc(=O)[nH]1
→ -11%	3%	-20%	0.17	-0.25	0.0066	-0.32	-13%	-32%	-4%	-0.2%	4.7%
COc1ccc(OCCC(=O)OCc2c(C)noc2C)cc1
→ -3%	-5%	3%	-0.61	-0.24	-0.36	1.1	1%	37%	-3%	-0.1%	nt
CCCCC1=CC2=CC(=O)C(C)(OC(=O)c3cnc4ccccc4n3)C(=O)C2=CO1 (centres undefined)
→ -7%	4%	-3%	0.054	-0.76	0.083	0.16	10%	26%	45%	-0.1%	-4.3%
COCCC1CCCCN1C(=O)c1ccc(OC2CCN(C(C)=O)CC2)c(OC)c1 (centres undefined)
→ -24%	nt	-7%	nt	nt	nt	nt	nt	-37%	5%	0.4%	3.0%
CS(=O)(=O)N(CC(=O)N/N=C/c1cc([N+](=O)[O-])ccc1Cl)c1ccccc1
→ -4%	-3%	-1%	-0.13	-0.34	0.15	0.21	-4%	2%	7%	-0.2%	8.0%
CC1CCCCN1C(=O)C1CCCCN1S(=O)(=O)c1cccc([N+](=O)[O-])c1 (centres undefined)
→ -8%	3%	4%	0.28	-0.23	0.15	0.85	-8%	25%	3%	-0.1%	3.0%
Cc1ccc(C)c(S(=O)(=O)N/N=C/c2ccc(N(C)C)cc2)c1
→ -4%	4%	-30%	-0.59	-0.29	-0.073	0.34	8%	-40%	-2%	0.6%	1.1%
Cc1ccc(-n2ncc3c2CC(C)(C)CC3NC(=O)c2ccccn2)cc1 (centres undefined)
→ 18%	nt	26%	nt	nt	nt	nt	nt	-16%	16%	-0.1%	0.7%
CCn1cc([N+](=O)[O-])c(C(=O)N2CCCc3ccccc32)n1
→ -27%	nt	21%	nt	nt	nt	nt	nt	-14%	-2%	0.3%	0.7%
O=C(OCc1ccc(Cl)c(Cl)c1)c1cccnc1Cl
→ -17%	nt	1%	nt	nt	nt	nt	nt	-14%	10%	-0.2%	3.2%
COc1ccccc1COCC(O)CN(Cc1ccco1)Cc1ccccc1O (centres undefined)
→ -18%	-1%	7%	-1.4	-0.26	-0.51	1.8	0%	28%	32%	0.2%	4.6%
CCC(CC)C(=O)Nc1cccc(C(=O)N2CCCCCC2)c1
→ -26%	-3%	-13%	1.2	-0.27	0.53	-0.54	0%	16%	-3%	-0.1%	4.4%
COc1cc(C(=O)NCCOC(=O)c2cccc(N(C)C)c2)cc(OC)c1OC
→ -5%	nt	18%	nt	nt	nt	nt	nt	-9%	?	-0.1%	-0.2%
COc1cc(OC)cc(C(=O)OCC(=O)NCCCc2ccccc2)c1
→ 3%	nt	5%	nt	nt	nt	nt	nt	-28%	0%	0.0%	0.9%
O=C(Cc1ccc(F)cc1)N1CCC(CC2CC(c3ccc(Cl)cc3)=NO2)(C(=O)NCC2CCCCC2)CC1 (centres undefined)
→ 24%	nt	-41%	nt	nt	nt	nt	nt	-1%[20 µM]	2%	-0.1%	-3.6%
Cc1onc(-c2ccccc2)c1C(=O)n1nnc2ccccc21
→ 14%	3%	3%	-2.2	0.68	-1	-0.29	68%	-9%	-3%	0.3%	-3.6%
COc1ccc(NS(=O)(=O)c2cc(NC(=O)c3sccc3C)ccc2N2CCOCC2)cc1
→ -3%	4%	-23%	0.37	-0.24	0.27	0.11	-3%	18%	13%	1.0%	1.2%
COc1ccc(C(C(=O)NCC2CCCO2)N(C(=O)CNC(=O)c2ccco2)c2cc(C)cc(C)c2)cc1OC (centres undefined)
→ 11%	nt	-6%	nt	nt	nt	nt	nt	-33%	6%	0.6%	0.1%
Cc1ccc(NC(=O)CN2CCc3cc4c(cc3C2)OCCCO4)cc1C
→ -30%	nt	-14%	nt	nt	nt	nt	nt	-12%	-2%	0.3%	-0.6%
CC(C)(C)n1nnnc1C(c1ccc(Cl)cc1)N1CCCc2ccccc21 (centres undefined)
→ -3%	4%	-19%	-0.56	-0.25	-0.51	0.24	1%	25%	3%	-0.2%	-1.4%
N#CCCN(C(=O)CSc1ccc2c(c1)OCCO2)c1ccccc1
→ -15%	3%	-3%	0.24	-0.15	0.41	-0.036	2%	-15%	-15%	-0.2%	5.3%
CC(=O)NC1C(OC(=O)/C=C/c2ccccc2)OC(COC(C)=O)C(OC(C)=O)C1OC(C)=O (centres undefined)
→ -7%	nt	12%	nt	nt	nt	nt	nt	-8%	2%	0.3%	3.0%
CC1CCN(S(=O)(=O)c2ccc3c(c2)c(=O)c(C(=O)NC2CCCC2)cn3C)CC1
→ -2%	-2%	1%	-0.0072	-0.11	0.52	-0.036	-6%	4%	6%	-0.2%	-4.9%
CC1CCc2[nH]nc(C(=O)O)c2C1 (centres undefined)
→ -23%	2%	-3%	1.4	-0.21	1	0.011	12%	3%	3%	-0.1%	8.1%
CCCc1nc(NC(=O)c2ccccc2)nc(NC(=O)c2ccccc2)n1
→ -6%	2%	-20%	0.85	-0.29	0.17	-0.16	2%	3%	3%	-0.1%	3.3%
CCN(CC)CCNC(=O)CCc1nn(C)c(=O)c2ccccc12
→ 12%	9%	0%	0.13	-0.27	0.15	-0.26	-10%	-7%	7%	-0.2%	-3.5%
COc1cc(S(=O)(=O)NCc2ccccc2)ccc1F
→ nt	0%	6%	0.51	-0.26	0.14	-0.12	3%	24%	4%	-0.2%	-0.9%
CCOc1cc(O)c(-c2[nH]ncc2-c2nc(C)cs2)cc1CC
→ 4%	4%	23%	0.49	-0.17	0.16	-1	-3%	-2%	20%	-0.1%	4.3%
CCCCn1c(=O)n(C)c(=O)c2c3c(sc21)COC(C)(C)C3
→ 4%	6%	10%	1.1	-0.24	0.61	-1.3	-9%	23%	0%	0.3%	1.5%
Cc1c(OCC(=O)N[C@H](C(=O)O)c2ccccc2)ccc2c3c(c(=O)oc12)CCCC3
→ -15%	nt	12%	nt	nt	nt	nt	nt	2%[20 µM]	24%	0.5%	3.3%
